XIAP antagonists – XIAP antagonists, biochemical, IAP family, fluorescence polarization (AID 1018); actives 0.007% (n = 200,000); XIAP BIR domain, fluorescence polarization peptide displacement; higher % means a stronger effect; displacement, % at 20 µM, or IC50 in µM where a hit was titrated; E3 ubiquitin-protein ligase XIAP (Homo sapiens); in the data active means displacement above about 50%; further: a part of the inactive calls stands beside numbers as strong as those of hits
LYP inhibition – inhibitors of LYP phosphatase, biochemical, fluorescence intensity, uHTS (AID 1779). Tyrosine-protein phosphatase non-receptor type 22 (Homo sapiens). recombinant LYP phosphatase, fluorescence intensity; higher % means a stronger effect. one-dose inhibition, % at 11.5 µM; IC50 in µM for titrated hits. actives 0.054% (n = 290,000);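 further: plate controls were vehicle with enzyme for no effect and no enzyme for full effect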
human PMI inhibition – inhibitors of human PMI, primary screen, biochemical, fluorescence intensity, coupled assay (AID 1209). Mannose-6-phosphate isomerase (Homo sapiens). actives 0.42% (n = 190,000). inhibition, % at 20 µM; hits with a dose series show IC50 in µM. purified PMI enzyme, coupled fluorescence intensity; higher % means a stronger effect;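 further: plate controls were DMSO vehicle for no effect and wells lacking substrate for full effect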
Dynein transport – inhibitors of GR-EGFP nuclear translocation, primary screen, dynein cargo transport inhibitor project, imaging, high-content, 3617.4 mouse cells; AID 1381, 2008; test concentration mostly 20 µM; stimulated with dexamethasone, 1 µM; hits give low values; z-score, hits read low; actives 0.47% (n = 220,000);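 active means plate z-score of nuclear minus cytoplasmic receptor signal below a set negative limit, without overly bright fluorescence or cell loss, cut at about -3.5 in these data, passing the limit was not always enough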;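 further: z-score of nuclear minus cytoplasmic ring GR-EGFP intensity difference per well; some compounds called inactive have numbers as strong as hits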
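Buffer or medium: tet-free medium with charcoal-stripped serum / Also added: dexamethasone agonist, 1.0 µM final, for 30 min / Timing: induction 48 h, compound 1 h, agonist 30 min / Measured by: high-content fluorescence imaging after fixation / Read-out: nuclear-to-cytoplasmic GR-EGFP distribution per well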
AID2073 – inhibitors of Mint1-CaV2.2 protein interaction, biochemical, HTRF (AID 2073); Voltage-dependent N-type calcium channel subunit alpha-1B (Homo sapiens); HTRF protein-protein interaction, Mint1-CaV2.2; higher % means a stronger effect; one-dose inhibition, % at 20 µM; IC50 in µM for titrated hits; actives 0.19% (n = 290,000); in the data active means inhibition mostly above about 51%, no sharp cut-off; further: some results filed as inactive read as strong as hits
P. falciparum M17LAP – P. falciparum M17LAP inhibitors, primary screen, biochemical, fluorogenic H-Leu-NHMec substrate, 1536-well (AID 1619); actives 0.38% (n = 220,000); recombinant M17LAP, H-Leu-NHMec fluorogenic kinetic assay; higher % means a stronger effect; inhibition, % at 30 µM, or IC50 in µM where a hit was titrated;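 active means compound inhibiting the enzyme by more than half at any dose during confirmatory dose-response retesting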;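 further: plate controls were full reaction with DMSO carrier for no effect and no enzyme background for full effect; strong numbers were not always called active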
Siah-1 displacement – Siah-1 peptide-binding antagonists, primary screen, biochemical, fluorescence polarization, rhodamine-plectin, uHTS (AID 1817); Siah-1 / rhodamine-plectin peptide fluorescence polarization; higher % means a stronger effect; one-dose displacement, % at 20 µM; IC50 in µM for titrated hits; actives 0.02% (n = 290,000);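 active means displacement of at least 50% at 20 µM, with a fluorescence ratio check between 0.3 and a set limit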;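 further: plate controls were Siah plus tracer with DMSO for no effect and tracer alone without Siah for full effect; strong numbers were not always called active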
M1AAP inhibition – P. falciparum M1AAP inhibitors, biochemical, fluorogenic H-Leu-NHMec substrate, 1536-well (AID 1445); recombinant M1AAP, H-Leu-NHMec fluorogenic kinetic assay; higher % means a stronger effect; one-dose inhibition, % at 30 µM; IC50 in µM for titrated hits; actives 0.42% (n = 220,000);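 active means primary inhibition above the hit cutoff, then over 50% inhibition at one or more dose response concentrations, cut at about 23% in these data, passing the limit was not always enough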;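 further: plate controls were DMSO full reaction for no effect and no enzyme background for full effect; strong numbers were not always called active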
PMI inhibition – human PMI inhibitors, high substrate, primary screen, biochemical, fluorescence intensity, high mannose 6-phosphate (AID 1220). Mannose-6-phosphate isomerase (Homo sapiens). recombinant PMI enzyme, coupled fluorescence intensity; higher % means a stronger effect. one-dose inhibition, % at 20 µM; IC50 in µM for titrated hits. actives 0.66% (n = 190,000)
Dynein transport cytoplasmic EGFP – second read-out of Dynein transport, no call of its own (marks repeat the call); z-score; measured here: cytoplasmic GR-EGFP intensity; hits give high values
Dynein transport nuclear GR-EGFP – further read-out of Dynein transport, marked with its call; z-score; measured here: nuclear GR-EGFP intensity;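 lower value marks the stronger effect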
Dynein transport cell count – also measured in Dynein transport; calls as there; z-score; measured here: cell count per field
An asterisk follows results filed as active; nt = no result given. Unless noted, no stated cut-off is given here; in the data, active means inhibition above about 50%; inactive means the rest.

Fields – PMI inhibition, P. falciparum M17LAP, Dynein transport, M1AAP inhibition, AID2073, human PMI inhibition, Dynein transport cell count, Siah-1 displacement, XIAP antagonists, Dynein transport cytoplasmic EGFP, Dynein transport nuclear GR-EGFP, LYP inhibition
Fc1ccccc1COc1ccc(Br)cc1CNCc1ccncc1
    -20%, 0%, -0.66, 4%, -4%, -18%, 0.55, 2%, -6.1%, -0.24, -0.37, -7%
COC(=O)c1ccccc1NC(=O)CSc1nnc(-c2ccncc2)o1
    7%, 5%, -0.64, 4%, -1%, 9%, 0.76, -5%, -2.2%, 0.27, 0.088, 1%
N#CCCn1cc(C(N)=O)c(-c2cccs2)n1
    6%, 7%, -0.75, 3%, 0%, 9%, 1.5, 4%, -5.8%, -0.2, -0.25, -9%
O=C1C2CC(O)CN2C(=S)N1Cc1ccccc1 (stereo unspecified)
    nt, -5%, -0.3, 5%, -23%, nt, -0.17, -2%, nt, -0.23, 0.43, -11%
Cc1ccc(C(=O)NCc2ccccn2)c(Cl)c1
    2%, 4%, -1.5, 3%, 17%, 4%, -0.69, 3%, -8.4%, -0.21, -1.1, -9%
S=C(NCCc1ccccn1)Nc1ccccc1Cl
    -14%, -4%, -0.55, -6%, -6%, -3%, 0.25, -5%, -5.1%, -0.22, -0.071, -10%
C/C(=N\NC(=O)COc1ccc(C)cc1[N+](=O)[O-])c1cccs1
    -1%, -6%, 0.33, 4%, 27%, -5%, 0.24, 0%, -1.5%, -0.21, 0.25, -6%
CC(=C/c1ccco1)/C=N/NC(=O)CSc1nnc(SCc2ccc(C)cc2)s1
    49%, -2%, -0.11, -1%, 12%, 15%, -1.1, 26%, -2.3%, 0.046, -0.21, 2%
CCNC(=O)COC(=O)CCC(=O)c1cccs1
    5%, 19%, 0.44, -3%, 5%, 18%, -0.14, -3%, -11%, -0.3, 0.037, -7%
COC(=O)c1ccc(-c2noc(CN3CCCC(CNC(C)=O)C3)n2)cc1 (stereo unspecified)
    11%, nt, 0.45, nt, -10%, 9%, -0.4, -2%, -3.7%, -0.15, 0.79, -9%
Cc1ccnc(NCn2nnc3ccccc32)c1
    -1%, 57%, -0.12, 9%, 6%, 0%, -0.36, 8%, 2.6%, -0.18, -0.22, -5%
O=C(N/N=C/c1ccc([N+](=O)[O-])o1)C(=O)Nc1ccc(C(=O)O)cc1
    nt, 26%, -0.17, 16%, 22%, nt, 0.44, 2%, nt, -0.14, -0.1, 2%
NC(=O)C1CCN(c2ccc([N+](=O)[O-])cc2Cl)CC1
    29%, 4%, 1.9, 5%, 11%, 15%, -2.7, -1%, -6.9%, 0.34, 2.1, -7%
NC(=O)NC(=O)COC(=O)CCSc1ccccc1
    -2%, 6%, -0.57, -4%, 30%, -2%, 0.52, 0%, -4.0%, 0.17, -0.14, -4%
Cc1cc(C)n(-c2nc(NCC3CCCO3)c3c4c(sc3n2)COC(C)(C)C4)n1 (stereo unspecified)
    4%, -60%, -0.091, 4%, 0%, 12%, -0.024, 0%, 1.9%, -0.019, 0.28, -6%

Just human PMI inhibition, M1AAP inhibition and Dynein transport nuclear GR-EGFP (three entries from above):
canonical_smiles | human PMI inhibition | M1AAP inhibition | Dynein transport nuclear GR-EGFP
O=C(N/N=C/c1ccc([N+](=O)[O-])o1)C(=O)Nc1ccc(C(=O)O)cc1 | nt | 16% | -0.1
NC(=O)C1CCN(c2ccc([N+](=O)[O-])cc2Cl)CC1 | 15% | 5% | 2.1
NC(=O)NC(=O)COC(=O)CCSc1ccccc1 | -2% | -4% | -0.14

Further compounds.
Fields – PMI inhibition, P. falciparum M17LAP, Dynein transport, M1AAP inhibition, AID2073, human PMI inhibition, Dynein transport cell count, Siah-1 displacement, XIAP antagonists, Dynein transport cytoplasmic EGFP, Dynein transport nuclear GR-EGFP, LYP inhibition
O=C(NC1CCCCCCC1)c1ccccc1-c1ccccc1
    38%, 0%, 0.35, 4%, -4%, -30%, -0.32, 3%, -3.8%, 0.002, -0.16, -1%
CC(NS(=O)(=O)c1ccc(OCC(=O)N2CCOCC2)c(Cl)c1)c1ccccc1 (stereo unspecified)
    -4%, -3%, -0.43, 7%, -4%, 4%, 0.72, -9%, -0.3%, -0.22, -0.32, 5%
CC(=O)OC[C@H]1O[C@@H](n2ncc(=O)[nH]c2=O)[C@H](OC(C)=O)[C@@H]1OC(C)=O
    10%, 1%, -0.024, 0%, -9%, 2%, 0.25, 11%, 14%, -0.3, 0.45, -8%
O=C(NC1CCCCC1)C1CCCN1C(=O)NCc1ccccc1 (stereo unspecified)
    -1%, 9%, 0.28, 1%, 7%, 3%, -0.14, -4%, -3.0%, -0.18, 0.32, -9%
COc1ccc(-c2ccc(-c3noc(-c4ccccc4)n3)c(OC)n2)cc1
    2%, -3%, 0.26, -1%, 49%, 9%, 1.1, 5%, 2.2%, -0.17, 0.85, -10%
C/C(=N\NC(=O)c1ccc(NS(=O)(=O)c2cccs2)cc1)c1ccc(C(C)(C)C)cc1
    16%, 13%, 0.17, 12%, 15%, 23%, -0.71, 4%, -4.3%, -0.14, -0.00014, 11%
O=C(Nc1cccnc1)c1cccc(S(=O)(=O)N2CCCC2)c1
    nt, 4%, -0.29, 0%, 5%, nt, -0.34, 1%, -1.1%, -0.21, -0.066, 2%
CS(=O)(=O)N1CCC(C(=O)Nc2ccccc2Sc2ccccc2)CC1
    3%, -20%, 0.0018, 0%, 0%, 7%, -1.3, 3%, -0.6%, -0.094, 0.28, 2%
O=C(Cn1c(=O)n(CCC(=O)N2CCc3ccccc3C2)c(=O)c2ccccc21)NCC1CCCO1 (stereo unspecified)
    16%, 11%, -0.56, 13%, -6%, 12%, 0.51, -4%, 0.7%, -0.15, -0.11, -2%
CC1CN(CCn2cnc3c(N)ncnc32)CC(C)O1 (stereo unspecified)
    nt, -1%, 2.9, 4%, -2%, nt, -1.6, 7%, nt, -0.14, 1.2, 0%
CCc1ccc(OCC(=O)Nc2ccc(CN3CCCCC3)cc2)cc1
    -1%, 6%, 0.06, -1%, -2%, 0%, 0.41, -5%, -6.6%, 0.035, -0.31, -7%
CCN(CC(=O)Nc1ccccc1OC)C(=O)Cn1cnc2ccccc2c1=O
    13%, -2%, 0.52, 5%, 15%, 16%, 0.83, 5%, -17%, -0.25, -0.7, -6%
COc1ccc(CCNC(=O)CSc2nc3[nH]ncc3c(=O)n2-c2ccccc2Br)cc1OC
    11%, 1%, -0.56, 2%, 4%, 9%, 0.76, 6%, -5.4%, -0.35, -0.6, -8%
NC(=O)C1(N2CCCCC2)CCN(c2nc(-c3ccc(Br)cc3)cs2)CC1
    2%, -2%, 1.5, -1%, 9%, 5%, 0.3, 1%, -2.1%, -0.22, 0.79, -6%
CC(C)N=C(NS(=O)(=O)c1ccc(Br)cc1)c1ccc(Cl)cc1
    16%, 2%, -2, 3%, 2%, 14%, 1.3, -4%, -11%, 6.7, 0.12, -2%
CCCCNC(=O)COC(=O)c1ccc(N(C)C)cc1
    6%, -4%, -1.2, 2%, 2%, 1%, 0.82, -3%, -11%, 0.4, -0.14, -1%
COc1ccc2cc(C(=O)COC(=O)COc3ccc4c(C)cc(=O)oc4c3)ccc2c1
    -1%, 4%, 0.89, 5%, 25%, 5%, -0.41, 0%, -4.2%, -0.26, 0.16, -7%
N#Cc1cc2c(nc1SCC(=O)Nc1nccs1)CCCCC2
    -4%, -5%, -0.46, -1%, 7%, 4%, 0.87, 2%, -1.2%, -0.17, -0.29, 5%
CN1/C(=C\C(=O)CSc2nnc(N)s2)C(C)(C)c2ccccc21
    -56%, 30%, 0.25, 7%, -3%, -22%, 0.044, -3%, -12%, -0.28, -0.3, 6%
O=C(O)CCCCCNc1ncnc2ccc(Br)cc12
    -4%, 25%, -0.53, 10%, 22%, 1%, 0.98, 2%, -7.0%, -0.1, 0.029, 1%
O=C(C1CCCCC1)N1CCCc2ccccc21
    8%, 3%, -1, -1%, -2%, 4%, 0.63, 1%, -6.0%, -0.059, -0.38, -4%
CCCc1nc(NCC2CCCO2)c2nnn(Cc3ccccc3)c2n1 (stereo unspecified)
    -1%, -18%, 3.1, 3%, 1%, -2%, -0.89, -1%, -12%, -0.21, 1.6, -1%
c1ccc2[nH]c(SCc3cn4ccccc4n3)nc2c1
    -5%, 8%, -0.36, 1%, 6%, 6%, 0.29, 5%, -2.0%, -0.31, -0.053, -4%
COCCN(C(=S)Nc1c(C)cc(C)cc1C)C(C)c1cccnc1 (stereo unspecified)
    6%, -8%, -0.26, -1%, -3%, 10%, 0.69, 0%, -9.7%, -0.25, -0.05, 16%
O=C(COC(=O)c1cccs1)NCC1CCCCC1
    -15%, 4%, -0.5, 5%, 12%, -21%, 0.6, 4%, -3.2%, -0.32, 0.15, -5%
CCn1nccc1C(=O)Nc1ccc(S(=O)(=O)NC23CC4CC(CC(C4)C2)C3)cc1
    1%, 15%, -0.28, 3%, 0%, 4%, 0.87, -1%, -3.3%, -0.21, 0.18, 5%
COc1ccc(CCNC(=O)C(=O)Nc2ccc3nc4n(c(=O)c3c2)CCCCC4)cc1OC
    nt, 8%, 0.96, 8%, 8%, nt, -1.3, -3%, nt, 0.2, 1.3, 6%
CCOC(=O)C1[C@H]2C(=O)N(C(C)c3ccc(OC)cc3)C[C@]23C=C[C@H]1O3 (stereo partly specified)
    3%, 3%, 0.2, 0%, 13%, 2%, 0.41, 1%, -2.2%, -0.4, 0.25, -1%
COc1cc(C(=O)NC(CCSC)C(=O)OCC(=O)NC(=O)C2CCCCC2)cc(OC)c1OC (stereo unspecified)
    8%, 2%, -0.2, 6%, -8%, 10%, 0.63, -1%, -13%, -0.34, 0.003, -7%
O=[N+]([O-])c1cccc(-c2cn3nc(-c4ccccc4)c(-c4ccccc4)nc3n2)c1
    nt, -4%, -0.58, -1%, 23%, nt, 0.45, 2%, nt, 0.91, -0.049, -8%
O=C(Cc1ccc(F)cc1)N/N=C/c1ccc(-c2ccc(Cl)c(C(=O)O)c2)o1
    9%, 74%, -0.45, 23µM*, -8%, -2%, 1, 14%, -3.5%, -0.041, -0.23, 5%
CN(C)c1ccc(C=NCC2COc3ccccc3O2)cc1 (stereo unspecified)
    -3%, nt, -0.63, nt, -1%, 5%, 0.56, 3%, -0.7%, -0.34, -0.06, -3%
O=C(O)COc1ccc(=O)n(-c2ccccc2)n1
    -6%, 4%, 0.21, 11%, -2%, -2%, -0.74, 4%, -6.2%, 0.57, 0.53, -6%

High-throughput results (PubChem)

Hits appear at their usual frequency; about 2.1% have a hit in one of these screens.
